Bioassay records (PubChem)
Xi reactivation: reactivates the inactive X chromosome in mouse fibroblasts; XiGFP mouse fibroblasts, % GFP-positive cells imaging, 3 d; cells co-treated with 5-aza-dC sensitizer; scaled so ellipticine positive control = 100%; activation, % at 7.58 µM; actives 0.055% (n = 360,000); AID 743238;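 active = mean normalized replicate activation at least 10% and every replicate at or above 10%; inconclusive = only one of the two criteria met; inactive = mean below 10% and not all replicates reach 10%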;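 also: 0% = median of on-plate neutral control wells and 100% = ellipticine 6 µM median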
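Material: XiGFP fibroblasts, SV40-immortalized. Buffer or medium: DMEM plus 5-aza-dC sensitizer. Compound: single concentration per compound, delivered by pin transfer. Times: 3 days compound exposure. Controls: ellipticine 6 µM.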
ERAP1 inh: blocks human ERAP1 aminopeptidase activity. Q9NZ08. recombinant ERAP1, Leu-AMC fluorescence, 60 min. inhibition, % at 10.7 µM. actives 0.15% (n = 340,000). AID 652197;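 active = mean replicate inhibition of at least 30%, or all replicates individually reaching that 30% level; inactive = mean below 30% and not every replicate reaching it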;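 also: 0% = neutral control wells and 100% = L-leucinethiol positive control wells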
Target sequence (Q9NZ08 whole entry, looked up): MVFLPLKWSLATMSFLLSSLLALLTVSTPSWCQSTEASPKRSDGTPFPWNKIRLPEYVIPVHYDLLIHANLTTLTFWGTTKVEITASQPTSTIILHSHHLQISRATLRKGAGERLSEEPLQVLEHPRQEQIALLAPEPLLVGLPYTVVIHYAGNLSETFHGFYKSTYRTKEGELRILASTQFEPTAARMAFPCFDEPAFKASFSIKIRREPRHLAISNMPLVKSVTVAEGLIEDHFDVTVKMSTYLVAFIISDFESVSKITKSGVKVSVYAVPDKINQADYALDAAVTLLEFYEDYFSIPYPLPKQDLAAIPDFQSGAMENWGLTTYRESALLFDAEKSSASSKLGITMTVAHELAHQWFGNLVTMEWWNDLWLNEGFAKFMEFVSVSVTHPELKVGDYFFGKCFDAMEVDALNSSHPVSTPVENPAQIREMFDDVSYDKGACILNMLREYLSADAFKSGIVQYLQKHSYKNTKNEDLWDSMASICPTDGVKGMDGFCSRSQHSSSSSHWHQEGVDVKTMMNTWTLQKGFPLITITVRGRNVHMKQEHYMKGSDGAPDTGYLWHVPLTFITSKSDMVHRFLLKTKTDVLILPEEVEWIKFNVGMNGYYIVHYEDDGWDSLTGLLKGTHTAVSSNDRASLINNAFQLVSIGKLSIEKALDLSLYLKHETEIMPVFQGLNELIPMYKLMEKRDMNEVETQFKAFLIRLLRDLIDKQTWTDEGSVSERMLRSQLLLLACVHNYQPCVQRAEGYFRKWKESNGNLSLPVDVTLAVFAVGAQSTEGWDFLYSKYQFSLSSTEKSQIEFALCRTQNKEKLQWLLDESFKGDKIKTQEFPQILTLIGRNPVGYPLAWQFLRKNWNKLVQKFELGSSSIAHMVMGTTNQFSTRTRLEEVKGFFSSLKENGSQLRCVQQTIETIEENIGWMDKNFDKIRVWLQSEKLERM
S100A4 inh HTS: blocks human S100A4 binding to myosin IIA peptide. actives 0.14% (n = 360,000). P26447. S100A4/TAMRA-MyoIIA peptide fluorescence polarization. inhibition, % at 10.7 µM;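 active = mean inhibition of at least 70% across replicates, with every replicate also reaching that level; inconclusive = mean inhibition reaches 70% but some replicates fall short; inactive = mean inhibition below 70%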
Target sequence (P26447 whole entry, looked up): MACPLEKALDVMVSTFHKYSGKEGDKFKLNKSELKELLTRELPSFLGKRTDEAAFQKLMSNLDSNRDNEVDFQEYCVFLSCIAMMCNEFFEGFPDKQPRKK
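Test system: S100A4 monomer protein; Medium: HEPES pH 7.2 with CaCl2, KCl, NaCl, DTT, Triton; Probe or stimulus: TAMRA-labelled myosin IIA heavy-chain peptide probe, 5 nM; Doses: one dose per compound; Times: polarization read 5 min after assay mix addition, stable 5–60 min; Benchmarks: neutral control DMSO, positive control TFP.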
E-selectin induc: induces E-selectin expression in human endothelial cells | P16581 | activation, % at 7.58 µM | HUVEC E-selectin immunofluorescence imaging; normalized: neutral wells 0, TNF-alpha wells 100 | actives 0.37% (n = 260,000);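 active = mean E-selectin-positive cell signal at least 10% of the positive control, reached in at least 60% of replicates, without over 20% cell loss; inconclusive = no rule given, readout overlaps actives, possibly toxicity-flagged; inactive = the rest, including those meeting only one limit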;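 also: in these data hits start at about 27%; measured in HUVEC primary endothelial cells; signal is the percent of cells scored E-selectin positive by PE staining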
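Read-out basis: % PE-positive cells; Test system: HUVEC primary endothelial cells; Technique: immunofluorescence imaging; Dosing: single-point compound dose.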
esBAF inh: SWI/SNF esBAF complex inhibition. AID 602393. actives 2% (n = 350,000). reporter increase, % at 12.5 µM. mouse ES cells, Bmi1-luciferase knock-in reporter, 24 h; 100% = twice the neutral-well signal; in the data active = activation above about 40%; inconclusive = no clear call, values can overlap the other calls;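 also: 0% = median of the plate's neutral control wells and 100% = double that signal; a rise in the Bmi1 reporter signal indicates esBAF inhibition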
RAD52 anneal inh: RAD52 (human) annealing inhibition; P43351; recombinant RAD52 DNA annealing, FRET fluorescence; inhibition, % at 18.7 µM; actives 0.46% (n = 360,000);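 active = every replicate showing at least 50% inhibition; inconclusive = mean inhibition at least 50% but not in every replicate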
RAD54 inh: RAD54 (human) branch migration inhibition; Q92698; inhibition, % at 10.4 µM; actives 0.14% (n = 360,000); RAD54 Holliday junction branch migration, FAM/BHQ fluorescence; AID 602329;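 active = mean normalized replicate activity at least 40 and at least half of replicates scoring 40 or more; inconclusive = only one of the two criteria met; inactive = mean below 40 and under half of replicates reaching 40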;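 also: 0% = median of neutral control wells and 100% = median of positive control wells; inhibitors cause a drop in the FAM fluorescence signal; in these data hits start at about 50%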
ERp5 inh: ERp5 (human) disulfide isomerase inhibition; actives 0.05% (n = 350,000); inhibition, % at 9.99 µM; AID 651711; ERp5 insulin aggregation, absorbance 650 nm, 90 min;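 active = mean replicate inhibition above about 25%, with every replicate also reaching it, limit read from the data, passing the limit was not always enough; inconclusive = only one of those two criteria met; inactive = neither criterion met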
Numbers without * were called inactive; ? = inconclusive; nt = no result given.

Sequence of screens: RAD52 anneal inh, E-selectin induc, RAD54 inh, esBAF inh, Xi reactivation, ERp5 inh, ERAP1 inh, S100A4 inh HTS
- COCC#Cc1ccc([C@@H]2[C@@H](CO)N3C(=O)CN(C(=O)C4CCC4)C[C@@H]23)cc1
    -7, -0.1, nt, nt, 0.1, 1, 0, 2
- O=C(Nc1ccc(Cl)cc1)N[C@@H]1CC[C@@H](CCn2cc(-c3ccccc3F)nn2)O[C@@H]1CO
    -2, -0.5, -2, 1, 0.6, -2, -1, 3
- O=C1NCC(c2ccccc2)(c2ccccc2)C(=O)N1
    -2, -0.2, nt, nt, 0.0, -2, 0, -4
- COc1ccc(NC(=O)N(C)C[C@H]2OCCCC[C@@H](C)Oc3ccc(NS(=O)(=O)c4ccccc4)cc3C(=O)N([C@H](C)CO)C[C@@H]2C)cc1
    99*, -0.1, 0, 1, 0.1, -10, -1, 2
- COCCNC(=O)/C(C#N)=C/c1c(N2CCCCCC2)nc2ccccn2c1=O
    -31, 0.1, -43, -6, 0.0, -2, -181, -1
- COc1cc(C)c(S(=O)(=O)NOCc2ccc([N+](=O)[O-])cc2)c(C)c1C
    -9, nt, -3, 0, 0.0, -4, -1, -6
- COc1ccc(O)c(C(=O)c2cnc3c(c2)c(C)nn3CCO)c1
    -15, nt, -5, -3, 0.4, -2, 0, 23
- C/C(=N\NC(=O)c1cccs1)c1ccc(C(=O)O)s1
    -10, 0.9, 5, nt, 0.1, 0, -7, 3
- O=C(c1cnccn1)N1CC(=O)N2[C@H](CO)[C@@H](c3ccc(C#CC4CCCCC4)cc3)[C@H]2C1
    5, 0.0, nt, nt, 0.0, 0, 0, 6
- CC(C)(C)c1ccc(C(=O)NCC2CCCN2S(=O)(=O)c2ccccc2)cc1 (configuration not stated)
    -52, -0.6, 5, 7, 0.0, -3, 4, 3
- O=C(Cc1ccc(Cl)cc1Cl)NCC1(N2CCOCC2)CCCCC1
    -7, nt, nt, nt, 0.0, -5, 6, -4
- O=C(NCC1CCCCC1)[C@H]1[C@H](CO)[C@H]2Cn3c(cccc3=O)[C@@H]1N2C(=O)c1cccnc1
    nt, 0.1, -4, 2, 0.4, nt, nt, nt
- Cc1ccc2nc(NC(=O)c3cc(-c4ccco4)nc4ccccc34)sc2c1
    -17, -0.2, nt, nt, -0.1, -1, 0, -2
- COC(=O)c1ccc(C(=O)OC)c(NC(=O)Oc2ccccc2)c1
    -17, 0.9, -2, nt, 0.7, -6, -6, 0
- COc1cccc(-c2sc3ccc(OC)cc3c2-c2ccc(C(N)=O)cc2)c1
    -2, 0.6, 4, -8, 0.1, 3, -4, 0
- CCCC(=O)Nc1ccc2c(c1)OC[C@H](C)N(Cc1ccncc1)C[C@@H](C)[C@H](OC)CN(C)C2=O
    20, -0.1, 4, -3, 0.6, -1, 5, 2
- CCC(=O)Nc1ccc2c(c1)C(=O)N(C)[C@H]1CC[C@H](CC(=O)Nc3cccc(OC)c3)O[C@@H]1CO2
    10, 0.1, 8, -3, 0.3, -6, 0, 15
- CCOC(=O)c1nn(C)c2[nH]c(=O)n(C)c(=O)c12
    3, 0.0, 10, 0, 0.4, 1, 4, 0
- C[C@@H]1CCCCO[C@H](CN(C)C(=O)Nc2cccc3ccccc23)[C@@H](C)CN([C@H](C)CO)C(=O)c2cc(NC(=O)Nc3ccc(C(F)(F)F)cc3)ccc2O1
    14, -0.1, -9, 1, -0.5, 11, -2, -1
- Cc1nn(Cc2c(F)cccc2Cl)c(C)c1[N+](=O)[O-]
    -3, nt, 2, nt, 0.1, ?, -5, 3
- Cc1ccccc1OCCCSc1nc2ccccc2[nH]1
    0, nt, 2, nt, 0.1, -1, -1, -4
- CCOC(=O)C1=C(C)OC(N)=C(C#N)C1c1cc(F)ccc1F (configuration not stated)
    -15, nt, 1, -2, nt, 4, -2, 8
- CSCCC(NC(=O)COc1ccccc1)C(=O)NCC(C)(C)N1CCOCC1 (configuration not stated)
    -70, -0.2, -2, -3, 0.2, -6, -6, -1
- CCCCNC(=O)C(NC(=O)c1cccc2ccccc12)C(=O)c1ccccc1 (configuration not stated)
    -17, -0.4, 1, -9, 0.0, 3, -1, -4
- Cc1noc(C)c1NC(=O)Nc1ccc2c(c1)CC(=O)N([C@H](C)CO)C[C@@H](C)[C@@H](CN(C)C(=O)Nc1c(C)noc1C)O2
    -13, 0.0, 3, -1, -0.5, -1, -2, 20
- CCN(CC)c1ccc(C2Nc3cccc4cccc(c34)N2)cc1
    -10, 0.4, -16, 8, 0.0, 2, 2, 2
- COc1ccc(Oc2nc(-c3ccncc3)nc3ccccc23)cc1
    -1, 0.9, -8, nt, 0.4, 5, 2, 2
- O=[N+]([O-])c1ccccc1-c1ccc(C(=S)N2CCCCC2)o1
    -11, nt, -1, ?, -0.1, 2, -1, 10
- Cc1ccc(NC(=O)CSCC(=O)NCc2cccc(C(F)(F)F)c2)cc1
    -11, nt, 1, -2, 0.1, 10, 3, 3
- CC1CCN(C(=O)CN2C(=O)c3cccc4cccc(c34)C2=O)CC1
    -13, -3.1, -9, 7, 0.0, 3, -4, -2

(more compounds)
Sequence of screens: RAD52 anneal inh, E-selectin induc, RAD54 inh, esBAF inh, Xi reactivation, ERp5 inh, ERAP1 inh, S100A4 inh HTS
- Cc1ccc(S(=O)(=O)Nc2ccc3c(c2)CC(=O)N([C@@H](C)CO)C[C@@H](C)[C@H](CN(C)S(=O)(=O)c2cn(C)cn2)O3)cc1
    2, -0.3, 2, 3, 0.1, -1, -4, -39
- CC(C)(C)n1nnnc1C(c1cccs1)N1CCN(Cc2ccccc2)CC1 (configuration not stated)
    -18, nt, -10, -7, nt, 6, -2, 11
- COCC(C)NC(=O)COc1nncc2ccccc12 (configuration not stated)
    10, -0.2, nt, nt, -0.2, -4, 2, -8
- O=C(COC(=O)/C=C/c1cccs1)NC1CCCCC1
    -7, nt, -3, 3, 0.3, 6, -1, -2
- CC(c1ccco1)N(C(=O)c1ccccc1NS(=O)(=O)c1ccc(Cl)c([N+](=O)[O-])c1)c1ccccn1 (configuration not stated)
    -24, nt, -1, 4, 0.0, 0, -3, 5
- CCC(NC(=O)c1cc(COc2cc(C)c(Cl)c(C)c2)on1)c1ccncc1 (configuration not stated)
    -12, nt, -8, 1, 0.3, -13, -1, -2
- O=C(Nc1ccc(S(=O)(=O)N2CCCC2)cc1)C1CC(=O)N(c2ccc(F)cc2)C1 (configuration not stated)
    -9, -0.1, 2, 7, -0.1, 4, -8, 17
- Cc1occc1C(=O)Nc1c(Cl)cccc1Cl
    -5, -0.5, 15, -8, 0.0, -6, 0, -4
- CCc1noc(C)c1C(=O)NC1CCCc2c1cnn2-c1cc(C)cc(C)c1 (configuration not stated)
    -10, nt, -5, 27, 0.3, -2, -2, -11
- CCOC(=O)c1ccc(NC(=S)N2CCCC2c2ccc(OC)c(OC)c2)cc1 (configuration not stated)
    -18, nt, -15, nt, -0.3, 2, -5, 4
- CC(C)c1cccc(C(C)C)c1NC(=O)OC1CCCCC1
    -21, -0.3, nt, nt, 0.1, 0, -6, -1
- CC[N+]1(CC)CC2=Cc3c(ccc4ccccc34)CC2C1 (configuration not stated)
    18, nt, 44, 5, nt, -6, 0, -2
- C[C@@H]1CN([C@H](C)CO)C(=O)c2cc(-c3cccc(F)c3)cnc2O[C@@H]1CN(C)C(=O)Nc1cc(F)ccc1F
    5, 0.0, -6, 9, 4.1, -1, 0, -1
- Cc1noc(C)c1NC(=O)N(C)C[C@@H]1Oc2ncc(C#Cc3ccc(C(F)(F)F)cc3)cc2C(=O)N([C@H](C)CO)C[C@@H]1C
    -4, 0.4, 2, -5, -0.2, 0, 3, 6
- COc1cccc(C(=O)Nc2ccc3c(c2)C(=O)N(C)[C@@H]2CC[C@@H](CC(=O)NCc4ccc(F)cc4)O[C@H]2CO3)c1
    nt, 0.2, -3, 0, 0.0, nt, nt, nt
- O=C(NCc1ccco1)c1cccc(C(F)(F)F)c1
    -20, 2.4, -3, -5, -0.1, -1, 3, -7
- O=C([C@@H]1[C@@H](CO)[C@@H]2Cn3c(ccc(-c4ccccc4F)c3=O)[C@H]1N2C(=O)C1CC1)N1CCOCC1
    -9, -0.4, -8, 2, 0.5, 4, 0, -5
- CCc1cccc(CC)c1NC(=O)CN1C2CCCC1CC(NC(=O)Nc1cccc(OC)c1)C2 (configuration not stated)
    -6, nt, nt, nt, 0.2, 6, 2, 3
- COc1ccc2c(c1OC)C(=O)N1C2SC(C)(C)[C@H]1C(=O)NCCCOC(C)C (some centres not stated)
    -11, -0.1, -3, -2, 0.0, -1, -6, -4
- C[C@@H]1CN([C@H](C)CO)C(=O)c2cc(-c3ccc(C(=O)N(C)C)cc3)cnc2O[C@@H]1CN(C)C(=O)c1ccncc1
    -10, 0.1, 7, -3, -1.1, -1, 0, 16
- CC(C)NC(=O)N(C)C[C@H]1OCCCC[C@@H](C)Oc2ccc(NS(C)(=O)=O)cc2C(=O)N([C@@H](C)CO)C[C@@H]1C
    4, 0.1, -10, 3, 0.0, 0, -3, 4
- Cc1nc2ccccc2c2c1CC(C)S2 (configuration not stated)
    -6, 2.7, 1, 2, 0.0, -4, -7, -4
- O=C(CSc1ccccc1C(=O)O)c1ccc(Cl)cc1
    -6, 0.0, -5, 18, 0.1, 3, -14, -2
- COCC(=O)N1CC(=O)N2[C@H](CO)[C@H](c3ccc(-c4cccnc4)cc3)[C@H]2C1
    -10, 0.6, nt, nt, 0.5, 12, 2, 0
- CN1c2ccc(-c3cccc(F)c3)cc2[C@H]2[C@H](CCN2C(=O)Cc2ccccc2)[C@H]1CO
    -31, -1.1, 0, -2, 0.1, 3, 1, -44
- C[C@H](CO)N1C[C@H](C)[C@H](CN(C)Cc2ccc(C(F)(F)F)cc2)Oc2c(NC(=O)c3ccncc3)cccc2C1=O
    10, 0.0, -10, 4, -0.2, 1, 1, 8
- CCC(C)NC(=O)c1ccc(C)c(NC(=O)C2=C(C)OCCS2)c1 (configuration not stated)
    -8, 0.2, 10, -6, 0.0, 5, -1, -12
- COc1ccc(NC(=O)O[C@H](c2ccc(OC)c(O)c2)[C@@H](CCO)OC)cc1
    -7, nt, -7, nt, nt, -4, -1, -3
